CYP2C9 inhib: inhibitors of human CYP2C9; P11712; CYP2C9 Supersomes, luciferin-H conversion, luminescence; inhibition, % at 5 µM; 96,000 tested, 20% active; AID 777;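 active = blocking of liver enzyme CYP2C9 beyond about 50% at 5 µM, limit read from the data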; note: values of inactives mirror those of a sister screen read the other way
Target sequence (P11712 whole entry, looked up): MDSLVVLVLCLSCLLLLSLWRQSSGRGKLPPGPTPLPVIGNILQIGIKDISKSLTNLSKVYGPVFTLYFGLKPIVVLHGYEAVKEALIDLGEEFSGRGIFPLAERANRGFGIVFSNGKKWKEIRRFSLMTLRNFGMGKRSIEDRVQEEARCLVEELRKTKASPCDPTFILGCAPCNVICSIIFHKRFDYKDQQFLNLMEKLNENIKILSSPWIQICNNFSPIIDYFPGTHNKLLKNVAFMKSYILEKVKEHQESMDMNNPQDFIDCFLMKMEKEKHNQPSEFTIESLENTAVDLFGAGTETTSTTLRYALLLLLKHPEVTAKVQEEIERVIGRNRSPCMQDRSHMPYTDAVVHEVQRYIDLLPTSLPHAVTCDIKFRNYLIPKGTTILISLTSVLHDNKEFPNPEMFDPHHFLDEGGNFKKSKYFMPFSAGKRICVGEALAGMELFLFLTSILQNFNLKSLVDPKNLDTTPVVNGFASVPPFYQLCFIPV
VCAM1 TNFa inh: reduces TNF alpha induced VCAM1 expression in HUVEC | HUVEC TNFa-induced VCAM-1 immunofluorescence, high-content imaging | inhibition, % at 2 µM | 95,000 tested, 0.48% active | AID 802;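 active = inhibition above the batch mean plus 3 SD, with images confirmed as a hit by eye, cut at about 37% in these data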;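 note: 0% = TNF-stimulated DMSO wells and 100% = unstimulated control wells; not every result past the cut was called active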
CYP2C9 act: CYP2C9 (human) activation; P11712; recombinant CYP2C9, luciferin-H conversion, luminescence; stronger effect = higher value; factor 1 = untreated enzyme, 0 = blocked; activation factor at 5 µM; 96,000 tested, 1.4% active; AID 1024;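 active = activation factor of 2 or more for CYP2C9 at a 5 µM dose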;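 note: 0 = sulfaphenazole-blocked wells and 1 = vehicle-only wells; values of inactives mirror those of a sister screen read the other way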
CYP2C19 act: increases human CYP2C19 enzyme activity | recombinant CYP2C19, luciferin-H EGE luminescence; stronger effect = higher value; 0 = fully inhibited enzyme, 1 = untreated enzyme | AID 1025 | 96,000 tested, under 10 active | activation factor at 5 µM | P33261;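 active = activation factor of at least 2 at 5 µM in the primary screen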;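 note: 0 = wells with 2.5 mM tranylcypromine and 1 = vehicle-only wells; values of inactives mirror those of a sister screen read the other way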
Target sequence (P33261 whole entry, looked up): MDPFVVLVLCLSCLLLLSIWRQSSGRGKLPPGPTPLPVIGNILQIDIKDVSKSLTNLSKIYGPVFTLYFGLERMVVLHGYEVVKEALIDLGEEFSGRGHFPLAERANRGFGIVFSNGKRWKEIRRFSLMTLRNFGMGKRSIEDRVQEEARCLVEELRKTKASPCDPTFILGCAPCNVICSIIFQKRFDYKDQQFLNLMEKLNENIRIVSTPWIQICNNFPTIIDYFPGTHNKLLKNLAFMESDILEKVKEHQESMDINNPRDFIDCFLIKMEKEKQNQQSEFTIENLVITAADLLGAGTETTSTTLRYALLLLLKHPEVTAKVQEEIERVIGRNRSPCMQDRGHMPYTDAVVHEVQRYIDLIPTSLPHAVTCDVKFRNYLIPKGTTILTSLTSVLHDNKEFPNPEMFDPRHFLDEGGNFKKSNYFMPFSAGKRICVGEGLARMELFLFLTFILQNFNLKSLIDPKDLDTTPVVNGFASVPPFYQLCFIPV
hDAT+cocaine: human DAT dopamine uptake with cocaine, either direction; Q01959; LLC-PK1 hDAT cells, [14C]-dopamine uptake with cocaine IC80; actives deviate in either direction; B-score at 10 µM; 110,000 tested, 1.3% active; AID 449768;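 active = Z score or B-score, a plate-position-corrected score, falls beyond the plate's 99.7% confidence bounds, in either direction; inactive = both scores lie inside the 99.7% bounds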;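 note: scored against the spread of the other compound wells on the same plate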
IL1B cytotox: toxic to HUVEC cells under IL-1B stimulation. HUVEC cell count loss, Hoechst imaging, IL-1B stimulated. cell count reduction, % at 2 µM. 94,000 tested, 0.41% active. AID 845;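 active = cell count reduction more than 3 SD above the screen-wide mean, cut at about 70% in these data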;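 note: normalized per plate to untreated control cells as the no-loss baseline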
CYP2C19 inh: human CYP2C19 inhibition; CYP2C19 Supersomes, luciferin-H EGE luminescence, 30 min; P33261; 96,000 tested, 21% active; inhibition, % at 5 µM;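 active = CYP2C19 inhibition above a set limit at 5 µM in the primary screen, cut at about 50% in these data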;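 note: plate controls were negative control wells for no effect and 2.5 mM tranylcypromine positive control for full effect; values of inactives mirror those of a sister screen read the other way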
Candida biofilm: kills Candida albicans biofilms; inhibition, % at 6 µM; AID 834; 85,000 tested, 0.14% active; C. albicans biofilm + clotrimazole, Alamar Blue;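 active = inhibition above 20%; inactive = inhibition below 20%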;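 note: preformed 24 hr biofilms exposed to compound for 48 hr; 0% = biofilm without compound and 100% = blank killed by clotrimazole plus chlorhexidine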
HUVEC tox TNFa: HUVEC cytotoxicity counter-screen, TNF alpha stimulated | HUVEC TNFalpha-stimulated, Hoechst cell count, imaging | cell count reduction, % at 2 µM | 93,000 tested, 0.17% active;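 active = cell count reduction exceeding the screen mean by over 5 SD, scaled to untreated wells per plate, cut at about 78% in these data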;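 note: cells counted after 24 h of TNF alpha exposure following the 1 h pretreatment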
Active calls of the source: *; · = no result given. Compounds were not picked by outcome; any-hit rate near 29%.

SMILES	CYP2C9 inhib	VCAM1 TNFa inh	CYP2C9 act	CYP2C19 act	hDAT+cocaine	IL1B cytotox	CYP2C19 inh	Candida biofilm	HUVEC tox TNFa
CCc1cc2c(NCCO)ncnc2s1	-5	-47	1.1	1.1	-0.28	-42	-13	·	15
O=C(CSc1nnc(-c2ccc(S(=O)(=O)N3CCCC3)cc2)o1)NCc1ccco1	77*	-39	0.2	0.4	0.0068	-8	63*	6	-21
CCc1cc(C(=O)NNC(=S)NC(C)c2ccccc2)cs1 (stereo unspecified)	27	-50	0.7	0.7	-0.089	0	33	·	-6
Cn1nc(-c2ccccc2F)c2cc(C(=O)N3CCN(C(=O)c4ccco4)CC3)sc21	·	-5	·	·	1.4	-22	·	8	-29
Clc1cccc(COn2c(-c3ccc(Cl)cc3Cl)nc3ncccc32)c1	91*	-29	0.1	0.1	-0.2	-20	94*	0	-6
CC(C)(C)c1ccc(S(=O)(=O)CC(O)CSc2nc3c(cc2C#N)CCCC3)cc1 (stereo unspecified)	78*	4	0.2	0.6	-0.79	-1	36	4	-24
CCOc1ccc(N2C(=O)c3cccnc3C2Nc2ccc(F)cc2)cc1 (stereo unspecified)	7	15	0.9	0.8	1.3	0	18	8	5
CCC(OC(=O)C1=Cc2ccccc2OC1)C(=O)NC1CCCC1 (stereo unspecified)	38	0	0.6	0.7	-1.7	-4	25	·	16
CCN1CCn2c3c(c4cc(Cl)ccc42)CCCC31 (stereo unspecified)	29	29	0.7	0.7	-0.68	-29	27	7	-42
CC(C)(C)C(=O)Nc1ccc(C(=O)N/N=C/c2ccccc2OC(=O)c2ccccc2)cc1	37	-4	0.6	0.4	0.0028	-9	64*	·	-14
CC(=O)Nc1ccc(S(=O)(=O)Nc2c(C)nn(-c3ccccc3)c2C)cc1	17	-7	0.8	0.8	0.55	-19	18	6	2
CC1=C(C(=O)OC(C)C)C(c2ccc(F)cc2)NC(=O)N1 (stereo unspecified)	30	22	0.7	0.2	0.25	12	85*	-1	17
Cc1nnc(SCC(=O)N2CCN(S(=O)(=O)c3ccccc3)CC2)[nH]c1=O	5	13	0.9	1	-0.61	-39	2	-2	-7
COc1ccc(C(=O)OC(COc2ccccc2)Cn2ccnc2)cc1 (stereo unspecified)	·	-8	·	·	0.86	16	·	-1	-2
CCCCOc1ccc(C(=O)Nc2ccc(N3CCN(C)CC3)cc2)cc1	-9	2	1.1	0.9	-0.25	3	6	4	5

2 entries drawn at random from the list so far, as already listed:
SMILES	CYP2C9 inhib	VCAM1 TNFa inh	CYP2C9 act	CYP2C19 act	hDAT+cocaine	IL1B cytotox	CYP2C19 inh	Candida biofilm	HUVEC tox TNFa
CCN1CCn2c3c(c4cc(Cl)ccc42)CCCC31 (stereo unspecified)	29	29	0.7	0.7	-0.68	-29	27	7	-42
O=C(CSc1nnc(-c2ccc(S(=O)(=O)N3CCCC3)cc2)o1)NCc1ccco1	77*	-39	0.2	0.4	0.0068	-8	63*	6	-21

(list continues)
SMILES	CYP2C9 inhib	VCAM1 TNFa inh	CYP2C9 act	CYP2C19 act	hDAT+cocaine	IL1B cytotox	CYP2C19 inh	Candida biofilm	HUVEC tox TNFa
CCn1c(SCc2nc(-c3ccccc3)no2)nnc1-c1cccs1	52*	-8	0.5	0.5	0.72	21	51*	-7	33
Cc1ccc(-n2c(=O)c3sccc3n(CC(=O)NCc3ccco3)c2=O)cc1F	9	9	0.9	1.1	·	-1	-5	·	9
Cc1cc(N)n(-c2ccc3ccccc3c2)n1	1	-16	1	0.9	1.2	19	12	6	8
CC(C)(C)c1ccc(C(=O)NCC(=O)OCN2C(=O)c3ccccc3C2=O)cc1	·	9	·	·	0.29	-25	·	0	·
COCCOC(=O)C1=C(N)Oc2c(oc(CO)cc2=O)C1c1ccccc1F (stereo unspecified)	-1	4	1	0.8	-0.027	24	20	-2	-1
COC(=O)CSC1=C(C#N)C(c2ccc(C(C)C)cc2)CC(=O)N1 (stereo unspecified)	46	0	0.5	1.1	-1.3	-10	-7	7	-10
C=CCN1C(=O)CSc2ccc(C(=O)NCCC3=CCCCC3)cc21	52*	-1	0.5	0.7	0.36	8	26	3	-19
COc1cccc(C(=O)c2c[nH]c(C(=O)NCc3ccco3)c2)c1	24	9	0.8	1	-0.11	-6	2	·	-22
CCNC1=C(Cl)C(=O)c2ccccc2C1=O	20	0	0.8	0.5	0.0094	2	49	-4	-37
Cc1cc(C)cc(OCC(=O)Nc2ccc(N3CCCC3)cc2)c1	-20	4	1.2	1.1	0.17	-5	-7	8	-13
CC1(C)CC(=O)C2=C(C1)N(Cc1ccco1)C(=O)C2(NC(=O)c1ccc(Cl)cc1Cl)C(F)(F)F (stereo unspecified)	7	-4	0.9	0.2	0.92	-15	83*	11	12
Cc1nn(Cc2ccc(Cl)cc2Cl)c(C)c1NC(=O)c1nc2n(n1)C(C(F)F)CC(C)N2 (stereo unspecified)	-25	-1	1.2	1	2.1	15	3	7	-12
Cc1cc(C)n(-c2nc3ccccc3nc2N2CCC(C)CC2)n1	40	12	0.6	0.6	2	5	35	3	-4
CN(C)S(=O)(=O)c1cc(C(=O)O)c(NC2CCCCC2)cc1Cl	17	13	0.8	1	0.46	-3	-2	2	-22
Cc1ccn2cc(-c3nonc3C)cc2c1	15	12	0.8	0.5	0.25	12	50*	9	-18
COc1cc(C2C(C#N)=C(N)Oc3c2oc(CO)cc3=O)ccc1OC(C)C (stereo unspecified)	26	-1	0.7	0.9	0.053	·	14	5	42
Cc1cc2n(c1)CCn1c(C)ccc1-2	70*	0	0.3	1.1	1.8	25	-5	5	-8
Cc1cccc(-n2c(SCC(=O)Nc3nnc(C)s3)nnc2-c2ccoc2C)c1	23	6	0.8	0.8	0.6	15	24	7	-3
CCCNCC1COc2ccccc2O1 (stereo unspecified)	-15	4	1.1	1.1	0.81	5	-10	-1	-2
CCOC(=O)c1c(CN2CCCCC2)n(C)c2cc(Br)c(O)cc12	25	11	0.7	0.3	0.33	-8	71*	6	-25
CCn1c(=O)cc(SCC(=O)N2CCOCC2)c2ccccc21	-107	5	2.1*	1.1	0.5	-14	-9	1	-13
Cc1ccc2nsnc2c1S(=O)(=O)NCc1ccc2c(c1)OCO2	·	1	·	·	0.39	9	·	12	-8
CCC1C(=O)N=C(SCC(=O)Nc2ccccc2)NC1=O (stereo unspecified)	·	15	·	·	0.33	-15	·	6	-14
CNC(=S)N/N=C(\C)c1ccc(-n2ccnc2)cc1	100*	17	0	0	-0.49	-6	99*	0	3
O=C(OCc1ccc2c(c1)OCO2)c1ccc(S(=O)(=O)N2CCCCC2)cc1	20	·	0.8	0.9	-1.3	6	10	0	·
COc1ccc(C2/C(=C(\O)c3ccc(OC)c(Cl)c3)C(=O)C(=O)N2CCN(C)C)cc1 (stereo unspecified)	-26	-15	1.3	1.2	-0.8	-27	-25	10	35
CCCCCCCCCCCNC(=O)c1ccoc1C	·	-31	·	·	0.94	-28	·	3	·
CCCN(C(=O)c1cccs1)c1nnc(-c2ccncc2)s1	55*	-2	0.5	0	0.81	-2	99*	5	-6
Cc1cc(NCCN2CCCCC2)n2c(nc3ccccc32)c1C#N	9	19	0.9	1	-1.5	1	1	5	40
COc1ccc(-n2ncc3c(NCC4CCCO4)ncnc32)cc1 (stereo unspecified)	8	-4	0.9	0.6	0.19	-5	38	-2	-6
Clc1ccc(/C=N/Nc2nn[nH]n2)cc1	·	5	·	·	0.43	-1	·	·	-13
O=C(Oc1ccc2c(c1)OCO2)c1ccncc1	65*	2	0.3	0.2	-0.76	-4	82*	7	-42
S=c1[nH]nc(CSc2nc3ccccc3s2)o1	-2	-6	1	1.1	0.63	23	-12	0	-13
O=C(COn1nnc2ccccc21)NCC1CCCCC1	5	0	0.9	0.4	-0.61	-42	55*	9	-35
COc1ccc(C2c3c(n[nH]c3C)CC(C)(O)C2C(C)=O)cc1OC (stereo unspecified)	-11	-16	1.1	1.1	-1.1	8	-11	8	-1
C=CCOc1ccccc1C1NC(=O)NC(C)=C1C(=O)NCc1ccccc1 (stereo unspecified)	41	-21	0.6	0.8	-1.1	1	18	4	-9
Cc1cnc(C(=O)Nc2ccc3c(c2)CCC3)cn1	2	-19	1	0.7	0.66	6	25	4	4
CN(c1ccc(C(=O)NCc2ccc3c(c2)OCO3)cc1)S(C)(=O)=O	-13	2	1.1	1.2	1.3	-46	-18	6	-10
CCOC(=O)c1cnc(SCc2ccc(C)cc2)nc1N	3	-25	1	1	0.32	9	-3	-2	6
Cc1ccc(NC2=NCCCCC2)cc1	20	4	0.8	1	-0.29	-3	5	0	-12
Cc1ccc2nc(N3CCN(C=O)CC3)nc(-c3ccccc3)c2c1	·	-6	·	·	2.8*	-195	·	7	-6
COc1ccc(C(c2nnnn2C2CCCC2)N2CCC(C)CC2)cc1 (stereo unspecified)	69*	4	0.3	0.2	-3*	2	82*	1	6
Cc1c(NC(=O)C2(c3ccccc3)CCCC2)c(=O)n(-c2ccccc2)n1C	-14	-5	1.1	0.9	-1.8	-199	7	3	-33
O=[N+]([O-])c1cc2c(cc1/C=N/n1c(-c3ccccc3)n[nH]c1=S)OCO2	12	-5	0.9	0.9	-0.013	-12	6	·	-1
COc1ccc(-c2oc(NC(C)=O)c(C#N)c2-c2ccc(OC)cc2)cc1	72*	-7	0.3	0.4	0.17	0	57*	7	-3
COc1ccc(-c2ncc3ccccn23)cc1	49	7	0.5	0.4	-0.24	-32	62*	9	-10
CCCCNC(=O)NS(=O)(=O)c1ccc(C(=O)OC)o1	15	4	0.9	1	-0.59	46	-2	8	-14
CC(Sc1nnc2c(n1)C1(C)CCC2C1(C)C)C(=O)Nc1ccccc1 (stereo unspecified)	44	-2	0.6	0.9	-0.062	-16	12	·	0
CN(CCc1ccccn1)S(=O)(=O)c1ccccc1F	-33	0	1.3	0.4	-0.52	-8	64*	0	3
CN(C)CCCNCC(=O)Nc1ccccc1N1CCOCC1	67*	15	0.3	1	-7.7*	-12	2	·	-18
O=C(COc1ccc(-n2cnnn2)cc1)NC(=O)NCc1ccccc1	16	-11	0.8	0.8	0.25	-3	17	3	-19
O=C(NCc1cccnc1)c1ccc2c(=O)n(CCCN3CCCC3=O)c(=S)[nH]c2c1	26	-14	0.7	0.8	0.5	-31	18	·	-22
COc1ccc(NS(=O)(=O)c2ccc(NS(=O)(=O)c3ccc(SC)cc3)cc2)c(OC)c1	83*	8	0.2	0.8	-0.75	-29	20	1	-22
FC(F)(F)c1ccccc1NC(=S)NN1CCOCC1	-10	-4	1.1	0.8	-0.37	0	22	4	-3
Cn1nc(-c2ccc(C(=O)Nc3cccnc3)cc2)c2ccccc2c1=O	53*	7	0.5	0.4	-0.43	-34	58*	4	-10
Cc1ccc(-c2nnn(CC(=O)N(CC3CCCO3)C(C(=O)NC3CCCC3)c3ccc(F)cc3)n2)o1 (stereo unspecified)	-24	-15	1.2	0.8	-0.28	5	17	1	-8
O=c1c(Cc2ccc(F)cc2)c(O)ccn1C1CC1	-6	4	1.1	1	-1.2	-8	3	·	-2
Clc1ccc(CSc2nnc([C@@H]3CCCN3)o2)cc1	32	14	0.7	0	0.4	-24	98*	1	-24
Cc1ccc(NC(=O)CSc2nc(NS(=O)(=O)c3ccc(C)cc3)cc(=O)[nH]2)cc1	65*	2	0.4	0.7	0.66	38	28	-3	26
CC1CN(c2cc(=O)n(-c3cccc(Br)c3)c(=O)[nH]2)CC(C)O1 (stereo unspecified)	-3	10	1	1.1	1.4	2	-15	6	-16
CCCN1Cc2cccc(C(=O)Nc3ccc(S(=O)(=O)N4CCCCCC4)cc3)c2C1=O	38	-2	0.6	0.8	0.3	-20	19	·	-3
